HCV core dimer = inhibitors of HCV core protein dimerization, primary screen, biochemical, TR-FRET, high-throughput; actives 0.33% (n = 300,000); inhibition, % at 5 µM; TR-FRET GST/Flag-core106 dimerization, 1536-well; AID 1899, 2009;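 active = inhibition above the mean of all tested compounds plus 3 SD, set per screening campaign, cut at about 45% in these data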
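Assay system: tagged HCV core106 pair (GST and Flag); medium: KF-containing HEPES buffer, pH 7.45, DTT, CHAPS, BSA; also added: Eu donor and XL665 acceptor anti-tag antibodies; dosing: 5 µM single dose; timing: compound-protein-antibody incubation 4 h at 22.5 °C; signal: TR-FRET 671 and 617 nm emission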
JMJD2C inh = inhibitors of GASC-1 histone demethylase, primary screen, biochemical, fluorescence, DELFIA europium; GST-JMJD2C(1-420) H3K9me3 demethylation; inhibition, % at 2.35 µM; AID 2099, 2009; actives 0.069% (n = 330,000); Lysine-specific demethylase 4C (Homo sapiens), Q9H3R0;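 active = more than half of a compound's replicate wells show inhibition beyond 50%, single wells judged on their own value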;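 also: signal counts dimethyl H3K9 product captured on neutravidin plate; 0% = median of DMSO wells and 100% = 0.3 times that DMSO median; strong numbers were not always called active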
Fh CTSL1 inh = Fasciola hepatica cathepsin L1 inhibitors, primary screen, counter-screen for PFM18AAP inhibitor project, biochemical, QFRET, fluorogenic peptide substrate. recombinant F. hepatica cathepsin L1, Z-Leu-Arg-MCA fluorescence. inhibition, % at 5.96 µM. actives 0.49% (n = 300,000). AID 1906, 2009;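 active = inhibition above the mean of all tested compounds plus 3 SD, set per screening campaign, cut at about 17% in these data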;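 also: 0% = plate median of test compound wells and 100% = 1 µM Z-Phe-Ala-diazomethylketone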
PP5 primary = PP5 phosphatase inhibitors, primary screen, biochemical, fluorescence | Serine/threonine-protein phosphatase 5 (Homo sapiens), P53041 | purified PP5c, OMFP substrate fluorescence | inhibition, % at 6.7 µM | actives 0.18% (n = 320,000) | AID 1987, 2009;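 active = inhibition above the campaign's mean inhibition across all tested compounds plus 3 SD, cut at about 9.5% in these data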;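 also: 0% = DMSO only and 100% = 100 µM cantharidin control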
proCasp7 act = procaspase-7 activators, primary screen, counter-screen for procaspase-3 activator project, biochemical, absorbance, HTS, human | activation, % at 8.5 µM | recombinant procaspase-7, Ac-DEVD-pNA absorbance 405 nm; D23A/D198A/D206A triple mutant, cannot self-cleave; scale: DMSO 0, 5 µM enzyme 100 | Caspase-7 (Homo sapiens), P55210 | AID 463210, 2010 | actives 0.093% (n = 330,000);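 active = percent activation above the screen-wide mean plus 3 SD, cut at about 25% in these data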
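Test system: Procaspase-7 triple mutant (PC-7 D3A). Also added: Ac-DEVD-pNA substrate, 400 µM as added. Schedule: 1 h enzyme–compound preincubation and 2 h substrate reaction, both 25 °C. Signal: p-Nitroaniline absorbance at 405 nm, read at 0 and 120 min. Control set: low DMSO alone, high DMSO plus 5 µM PC-7.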
GRK2 inh = compounds blocking aptamer binding on GRK2 – biochemical, human GRK2, bead flow cytometry, HTS, primary screen | AID 488847, 2010 | FAM-aptamer displacement from GRK2 | actives 0.59% (n = 330,000) | inhibition of aptamer binding, % at 10 µM | Beta-adrenergic receptor kinase 1 (Homo sapiens), P25098;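 active = inhibition of aptamer binding above 40%, roughly 3 SD of noise, on plates passing a quality check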;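 also: median bead fluorescence of bound FAM aptamer so fluorescent compounds give negative values; no value below 0 was filed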
Target sequence (P25098 whole entry, looked up): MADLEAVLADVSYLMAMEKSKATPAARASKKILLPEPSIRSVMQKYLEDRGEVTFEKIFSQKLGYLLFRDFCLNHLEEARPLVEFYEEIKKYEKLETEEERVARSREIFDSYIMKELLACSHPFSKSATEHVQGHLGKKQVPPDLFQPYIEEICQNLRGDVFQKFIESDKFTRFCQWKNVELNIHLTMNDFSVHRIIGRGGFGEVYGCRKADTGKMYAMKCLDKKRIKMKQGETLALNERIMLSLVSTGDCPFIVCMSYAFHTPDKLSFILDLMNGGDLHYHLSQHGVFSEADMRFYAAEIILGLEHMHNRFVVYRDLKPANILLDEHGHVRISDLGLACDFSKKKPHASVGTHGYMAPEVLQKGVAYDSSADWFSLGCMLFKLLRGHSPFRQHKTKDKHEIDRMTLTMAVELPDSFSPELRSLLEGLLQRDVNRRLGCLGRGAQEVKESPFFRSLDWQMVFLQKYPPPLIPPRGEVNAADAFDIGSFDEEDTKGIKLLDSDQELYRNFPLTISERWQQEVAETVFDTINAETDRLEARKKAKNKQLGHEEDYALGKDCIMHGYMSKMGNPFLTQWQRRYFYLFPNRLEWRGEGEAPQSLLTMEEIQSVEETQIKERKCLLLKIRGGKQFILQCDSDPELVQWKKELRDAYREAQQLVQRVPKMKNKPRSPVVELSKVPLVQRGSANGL
proCasp3 act = activators of human procaspase-3 D3A mutant, primary screen, biochemical, absorbance, PC-3 D3A mutant, single concentration | Caspase-3 (Homo sapiens), P42574 | recombinant procaspase-3 D3A, Ac-DEVD-pNA absorbance 405 nm | activation, % at 8.5 µM | actives 0.11% (n = 330,000) | AID 463141, 2010;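 active = activation above the mean of all tested compounds plus 3 SD, cut at about 21% in these data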;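 also: 0% = DMSO alone and 100% = DMSO wells spiked with extra 5 µM PC-3 D3A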
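Assay system: Autoprocessing-dead procaspase-3 D3A mutant enzyme; also added: Ac-DEVD-pNA; doses: one concentration, 8.5 µM nominal, 0.8% DMSO; times: 1 h compound preincubation, 2 h substrate hydrolysis at 25 °C; technique: 405 nm absorbance of p-nitroaniline, reads at 0 and 120 min; measure: % activation between DMSO and enzyme-spiked controls; repeats: single replicate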
VLA-4 inh = inhibition in human VLA-4 binding assay, primary screen, VLA-4 allosteric modulator project, MLPCN library, flow cytometry, VLA-4 expressing cells; actives 0.2% (n = 330,000); inhibition, % (about 7 µM as worked out from the volumes in the protocol); ligand binding flow cytometry; Integrin alpha-4 (Homo sapiens), P13612; in the data active = inhibition above about 50%
PP1 inh = PP1-alpha phosphatase inhibitors, primary screen, counter-screen for PP5 inhibitor project, biochemical, fluorescence, OMFP substrate, single point | inhibition, % at 6.7 µM | purified PP1alpha | actives 0.9% (n = 320,000) | Serine/threonine-protein phosphatase PP1-alpha catalytic subunit (Homo sapiens), P62136;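 active = inhibition above the mean inhibition of all tested compounds plus 3 SD, computed separately for each screening campaign, cut at about 15% in these data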
Target sequence (P62136 whole entry, looked up): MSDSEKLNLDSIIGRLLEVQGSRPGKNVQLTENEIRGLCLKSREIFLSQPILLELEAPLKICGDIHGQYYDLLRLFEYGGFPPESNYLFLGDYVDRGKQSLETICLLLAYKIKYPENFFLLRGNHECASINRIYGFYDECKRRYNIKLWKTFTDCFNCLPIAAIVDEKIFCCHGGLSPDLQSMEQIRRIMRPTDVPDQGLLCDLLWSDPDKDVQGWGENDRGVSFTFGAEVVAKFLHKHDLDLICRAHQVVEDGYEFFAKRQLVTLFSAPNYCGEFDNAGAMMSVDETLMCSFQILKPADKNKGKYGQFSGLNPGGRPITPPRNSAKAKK
The depositor's hits bear a star; i = inactive; / = not tested or not shown; & = joins results of further samples. Compounds as they come. Share with any hit: about 2.6%.

SMILES	HCV core dimer	JMJD2C inh	Fh CTSL1 inh	PP5 primary	proCasp7 act	GRK2 inh	proCasp3 act	VLA-4 inh	PP1 inh
O=C(O)c1ccccc1N/C=C\[N+](=O)[O-]	1	-9	2	-0.6	-9	5	0	12	4
O=C(CNc1cccc(S(=O)(=O)N2CCOCC2)c1)Nc1ccc(C(F)(F)F)cc1	2	-6	0	3.6	-5	1	-1	6	-2
N#CCN1C(=O)C(=O)N(Cc2cccc(Cl)c2)C1=O	-12	-10	0	2.5	-6	1	-8	-13	-2
O=C1CN(C(=O)COC(=O)c2c(F)cccc2Cl)c2ccccc2N1	/	-4	/	/	-1	0	8	-8	/
O=C(CSc1cccc[n+]1[O-])Nc1cc(S(=O)(=O)N2CCOCC2)ccc1N1CCOCC1	-2	8	-3	3.0	1	2	2	3	2
O=[N+]([O-])c1ccc(CNc2ccc(Cl)cc2)s1	-18	-24	5	4.0	-4	10	0	-15	-7
O=C1CCC(C(=O)N2CCN(c3ccccc3)CC2)CN1CC1CCCCC1 (configuration not stated)	-3	1	0	4.1	-4	0	1	7	-1
CC(Oc1cccnc1[N+](=O)[O-])C(=O)Nc1ccc(F)cc1 (configuration not stated)	/	10	/	4.0	4	0	-2	11	-2
CCNC(=O)N1CCCC(C(=O)c2ccc3cc(OC)ccc3c2)C1 (configuration not stated)	7	10	4	-1.9	0	0	8	3	0
CC1=CC=CC2=NC(=O)CC(C)(C(=O)N(CC(=O)NC3CCCC3)Cc3ccc(Cl)cc3)N12 (configuration not stated)	-12	-12	-3	0.8	-9	0	-8	1	2
CCOc1ccc2nc(N3CCCC(C(=O)NCCCN4CC(C)CC(C)C4)C3)sc2c1 (configuration not stated)	-7	6	3	0.0	2	0	18	6	1
COc1ccc(N2CCN(C(=O)[C@@H]3CCCN3C3=NS(=O)(=O)c4ccccc43)CC2)cc1	/	6	/	0.2	1	0	-5	36	-1
CCn1cc(Br)c(C(=O)Nc2ccc(C(=O)OC(C)C)cc2)n1	10	-4	8	1.0	7	0	5	0	-3
CC(=O)Nc1ccc(N/C(C)=C/C(=O)c2cccnc2)cc1	-7	6	9	-1.8	-6	4	-6	6	-2
CC1Sc2ccc(S(=O)(=O)CCC(=O)N(C)Cc3ccco3)cc2NC1=O (configuration not stated)	-1	7	1	-0.3	-2	7	2	6	3
CN(C)c1ccc(C(O)Cc2nc3ccccc3n2C)cc1 (configuration not stated)	2	2	0	0.2	-6	4	-9	8	-2
CCN(c1cccc(C)c1)S(=O)(=O)c1ccc(-n2cccn2)cc1	1	3	-3	2.2	-2	4	-3	19	2
O=C(CN1CCN(Cc2ccccc2)CC1)NCCNc1ccc([N+](=O)[O-])cn1	0	-7	-1	-0.1	-2	2	-2	17	-5
O=C(NCCCn1ccnc1)/C(=C/c1ccccc1)NC(=O)c1ccccc1	1	1	-8	-0.2	2	0	-2	8	-3
CCCC(CCC(=O)Nc1nccs1)C(=O)O (configuration not stated)	-5	-9	0	-0.3	0	0	-2	6	-4

Next part, starting with the last three of the part before.
SMILES	HCV core dimer	JMJD2C inh	Fh CTSL1 inh	PP5 primary	proCasp7 act	GRK2 inh	proCasp3 act	VLA-4 inh	PP1 inh
O=C(CN1CCN(Cc2ccccc2)CC1)NCCNc1ccc([N+](=O)[O-])cn1	0	-7	-1	-0.1	-2	2	-2	17	-5
O=C(NCCCn1ccnc1)/C(=C/c1ccccc1)NC(=O)c1ccccc1	1	1	-8	-0.2	2	0	-2	8	-3
CCCC(CCC(=O)Nc1nccs1)C(=O)O (configuration not stated)	-5	-9	0	-0.3	0	0	-2	6	-4
O=C(NNC(=O)C1CC=CCC1)c1cccc(Br)c1 (configuration not stated)	-2	/	0	0.7	0	3	3	-9	-1
COc1ccc(N(C(=O)C(C)C)S(=O)(=O)c2ccc3c(c2)n(C)c(=O)n3C)cc1	-1	-6	-2	3.4	1	1	8	7	-5
COc1cc(OC)cc(C(=O)OCn2nnc3ccccc3c2=O)c1	14	-8	0	-1.1	-6	0	14	20	0
N#Cc1ccc(-c2ccc(OCC(O)CN3CCOCC3)cc2)cc1 (configuration not stated)	-2	-2	-5	3.0	1	0	3	6	-2
CCN(CC)Cc1ccc(NC(=O)c2sc3cc(Cl)ccc3c2Cl)cc1	3	-29	1	1.6	2	0	-3	11	13
CCCCNC(=O)NC1(C(F)(F)F)Oc2ccccc2O1	-6	3	10	-1.7	-2	0	4	1	-4
CCc1ccc(N(CC(=O)NCc2ccc3c(c2)OCO3)C(=O)c2csnn2)cc1	8	-4	-1	0.8	-3	1	-8	9	-2
COc1ccc2cc(CO)c3cc(OC)c(OC)cc3c2c1	/	5	/	/	-4	4	1	-5	/
CCS(=O)(=O)c1nc(S(=O)(=O)c2ccc(C)cc2)c(N2CCCC2)s1	0	i	2	-1.5	3	2	2	6	-2
O=C(CN(Cc1ccccc1Cl)C(=O)CCC(=O)Nc1nccs1)NCC1CCCO1 (configuration not stated)	-1	4	0	0.7	-2	0	-1	-2	-4
Cc1noc(C)c1COC(=O)COc1ccc(C#N)cc1	-3	-10	2	-3.5	6	6	-1	-3	-4
O=C(Nc1ccccc1)Nc1nnc(COc2ccccc2F)s1	-1	0	5	1.4	0	1	8	8	5
COc1ccc(NC(=O)CN(C)C(=O)CCC(=O)c2ccc(C)cc2)cc1	2	-9	3	1.1	4	0	9	-2	-7
N#Cc1ccccc1S(=O)(=O)c1ccccc1C(=O)Nc1ccccc1	7	1	1	2.5	0	4	5	2	-1
COc1ccc2cc(S(=O)(=O)NC3CC(C)(C)NC(C)(C)C3)ccc2c1	-5	12	1	0.0	4	0	8	17	0
Cn1c(=O)[nH]c(=O)c2c1nc(SCC(O)CO)n2Cc1ccccc1Cl (configuration not stated)	-4	25	-1	2.1	8	0	0	10	-4
COc1ccc(CC(NC(=O)c2ccccc2)C(=O)NCC(=O)O)cc1 (configuration not stated)	-10	14	-2	-1.1	-4	0	2	14	1
C=CCNC(=O)c1onc(CSc2ccccc2F)c1C(=O)O	-3	-4	-2	3.3	5	1	8	12	3
COC(=O)CCC(=O)OC1(C)C(=O)C=C2C=C(c3ccsc3)OC=C2C1=O (configuration not stated)	10	5	-2	0.9	-2	8	3	-14	2
COc1ccc(N(CC(=O)Nc2cc(Cl)ccc2C)S(=O)(=O)c2c(C)n[nH]c2C)cc1	4	-45	2	4.1	4	0	0	-8	-1
O=C(Cn1c(-c2cncs2)nc2ccccc21)NCc1ccccc1	-2	-2	-1	0.9	5	4	0	5	1
COc1ccc(NC(=O)CCN2CCN(Cc3ccccc3)CC2)c(OC)c1	-15	-3	-1	-0.1	-3	0	2	-11	0
CCOCCCNC(=O)CN1C(=O)C(CC)Oc2ccccc21 (configuration not stated)	-8	-1	2	-0.8	-14	0	3	4	-2
Cc1cc(NS(=O)(=O)c2ccc(NC(=O)C(C)Oc3ccc4c(C)cc(=O)oc4c3)cc2)no1 (configuration not stated)	0	0&2	-1	0.3	7	1	-4	19	2
Cc1nnsc1S(=O)(=O)Cc1ccccc1C(F)(F)F	0	-5	0	2.2	7	1	4	-8	-3
O=c1[nH]c(=O)n(C2OC(CO)C(O)C2O)cc1Br (configuration not stated)	-17	2	2	3.5	12	0	2	-8	1
Clc1cc(/C=N\NC2=NCCN2)cc(Cl)n1	1	-1	2	0.6	0	1	0	23	-3
CCc1ccc(OCCCC(=O)Nc2nnc(C3CCCO3)s2)cc1 (configuration not stated)	2	-10	3	1.0	12	0	-3	-13	-3
CCOC(=O)c1sc(=S)n(-c2ccccc2Cl)c1C	2	/	0	-2.9	-2	2	-19	7	-4
O=C(NCC1CCCCC1)c1cccc(-c2ccc(O)cc2)c1	-4	-3	-2	-1.8	2	6	-1	2	18*
O=C1c2ccccc2C(Nc2ccccc2F)N1c1cccnc1 (configuration not stated)	-10	-2	1	3.8	8	1	-5	11	2
Cn1nc(C(F)(F)F)c(-c2ccc(F)cc2)c1NC(=O)c1ccco1	4	5	-3	-1.8	-3	0	6	-23	-3
CC1=C(C(=O)Nc2ccc(F)c(F)c2)C(c2cccs2)NC(=S)N1 (configuration not stated)	6	2	-1	0.5	1	4	-10	7	-1
Cc1ccc(-c2noc(CCC(=O)N(C)c3ccccc3C)n2)cc1	8	-3	7	2.1	-2	2	-1	17	-1
CC1CCCCC1NC(=O)Cn1cnc2ccccc2c1=O (configuration not stated)	-2	-5	1	0.9	-3	0	4	-1	0
O=C1CCCN1CCCNc1ccc2nnc(CCC(=O)N3CCN(c4ccccc4)CC3)n2n1	0	-3	-4	0.2	5	2	-2	-2	-3
CCn1nc(NS(=O)(=O)c2ccccc2)c2cc3cccc(C)c3nc21	-2	-1	0	0.2	-10	0	-3	11	2
Cc1ccn(-c2n[nH]c(C)c2[N+](=O)[O-])n1	-4	0	2	-0.3	-2	3	7	12	0
C#CCOCCOCCOCCNc1nc(N2CCN(C(=O)[C@H](CCCCN)n3cc([C@@H](N)C(C)CC)nn3)CC2)nc(N2CCN(C(=O)[C@H](Cc3ccc(O)cc3)n3cc([C@@H](N)C(C)CC)nn3)CC2)n1 (some centres not stated)	-3	-11	5	-3.1	7	0	-1	-7	5
COC(=O)c1cc(C(=O)Nc2cccc(C)n2)cc([N+](=O)[O-])c1	-5	-6	-5	0.1	1	0	1	5	-3
O=C(NC1CCCc2ccccc21)c1ccc(S(=O)(=O)N2CCOCC2)cc1 (configuration not stated)	-6	-9	-4	0.8	-6	0	-9	-2	-3
COc1c(C)cc(Br)cc1C(=O)O	-2	-2	2	0.1	-8	0	-1	2	-1
CC1CN(C(=O)c2ccc(OC3CCN(Cc4ccccn4)CC3)cc2)CCN1C (configuration not stated)	-20	2	-2	-4.3	17	0	-1	17	-9
